# Bioassay records (PubChem BioAssay)
# hgDAF-12 ag – activates the H. glycines DAF-12 receptor ligand-binding domain; HEK293 GAL4-hgDAF12 UAS-luciferase reporter, agonist luminescence; normalized to butyrate control; activation, % at 6.8 µM; 1.8% of 370,000 active;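 active = activation above a cutoff set at the mean of all screened compounds plus 3 SD, cut at about 10% in these data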;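 note: 0% = DMSO wells and 100% = sodium butyrate wells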
# DAX1 inh-1 – DAX1 (NR0B1) inhibition, primary screen. HEK293T StAR-luciferase reporter, SF-1/DAX-1 repression relief. 1.1% of 370,000 active. AID 652010. inhibition, % at 6.8 µM;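 active = inhibition above the mean over all tested compounds plus 3 SD, cut at about 3.6% in these data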;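 note: 0% = DAX-1 cells with DMSO and 100% = cells lacking DAX-1 with DMSO; higher inhibition means more luminescence from relief of DAX-1 repression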
# GC-A act – GC-A (human) enzyme activation; 0.14% of 370,000 active; HEK293 GC-A cells, cGMP TR-FRET, EC30 ANP; 0% at EC30 ANP, 100% saturating ANP; activation, % at 10 µM; P16066; AID 1671463; in the data active = activation above about 40%
# hcDAF-12 act – activates DAF-12 receptor from parasite H. contortus; HEK293 hcDAF-12 lit1-tk-luc reporter, luminescence; 0% DMSO, 100% Δ7-dafachronic acid; activation, % at 6.8 µM; 1.4% of 370,000 active; AID 652067;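 active = activation above the mean of all tested compounds plus 3 SD, cut at about 5.5% in these data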;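 note: 100% = response to 3 µM Δ7-dafachronic acid high control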
# PG9 Ab binder – small molecules binding HIV-1 gp120 antibody PG9; 0.43% of 360,000 active; TR-FRET gp120-PG9 antibody binding; inhibition, % at 6.7 µM; in the data active = inhibition above about 8.5%
# FXN GAA850 act – increases GAA850 frataxin promoter reporter activity. HEK293 lucGAA850 FXN promoter luciferase reporter, 24 h; percent of 10 µM SAHA response. 0.56% of 360,000 active. AID 540364. activation, % at 6 µM;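 active = activation above the average of all compounds screened plus 3 SD, cutoff fixed separately per campaign, cut at about 7.5% in these data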;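 note: 0% = DMSO wells and 100% = 10 µM SAHA wells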
# SMARCA2 act – increases SMARCA2 function in MMTV reporter cells. AID 652017. activation, % at 9.1 µM. MG213 cells, MMTV-luciferase reporter, dexamethasone, overnight. 1% of 370,000 active; in the data active = activation above about 7.8%;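 note: 0% = vehicle wells and 100% = reference activator wells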
# ssDAF12 agonist – activates DAF-12 receptor from parasite S. stercoralis. AID 652126. activation, % at 6.8 µM. 1% of 370,000 active. HEK293 ssDAF-12/GRIP1 lit1-tk-luc reporter, luminescence; % of 3 µM dafachronic acid response;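 active = activation above the mean over all tested compounds plus 3 SD, cut at about 0.9% in these data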;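 note: 0% = DMSO-only wells and 100% = 3 µM delta7-dafachronic acid wells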
# ADAM10 inh – inhibits human ADAM10 | O14672 | recombinant ADAM10, EDANS/DABCYL FRET peptide cleavage, 3 h | inhibition, % at 7 µM | 0.62% of 370,000 active | AID 720582;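 active = inhibition above a per-campaign cutoff equal to the mean of compounds falling between control-based bounds plus 3 SD, cut at about 20% in these data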;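 note: 0% = DMSO wells while the 100% control is not disclosed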
# Target sequence (O14672 214-748 limits assumed): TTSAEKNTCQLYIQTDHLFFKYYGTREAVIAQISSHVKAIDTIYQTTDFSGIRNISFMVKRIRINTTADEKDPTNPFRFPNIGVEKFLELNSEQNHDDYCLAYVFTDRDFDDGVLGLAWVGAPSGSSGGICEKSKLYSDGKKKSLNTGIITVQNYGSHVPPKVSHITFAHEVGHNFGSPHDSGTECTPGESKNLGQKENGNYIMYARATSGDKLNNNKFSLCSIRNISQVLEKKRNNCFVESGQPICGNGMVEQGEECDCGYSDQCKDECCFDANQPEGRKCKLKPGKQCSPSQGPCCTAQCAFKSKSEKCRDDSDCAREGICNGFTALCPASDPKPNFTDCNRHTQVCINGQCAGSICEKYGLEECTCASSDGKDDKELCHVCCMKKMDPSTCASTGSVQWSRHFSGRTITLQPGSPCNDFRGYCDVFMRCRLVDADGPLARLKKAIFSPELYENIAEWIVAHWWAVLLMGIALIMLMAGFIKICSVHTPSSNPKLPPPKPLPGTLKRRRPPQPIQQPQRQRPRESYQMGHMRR
# ADAM17 inh – ADAM17 inhibition, QFRET primary screen | 0.83% of 370,000 active | P78536 | AID 720648 | recombinant ADAM17, EDANS/DABCYL FRET peptide cleavage | inhibition, % at 6.95 µM;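 active = inhibition above the mean of compounds lying between control limits plus 3 SD, set per campaign, cut at about 8.5% in these data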;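 note: 0% = DMSO-only wells as the low control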
# DAX1 inh-2 – NR0B1 (DAX1) inhibition. P51843. HEK293 Gal4-DAX1 luciferase reporter, luminescence. inhibition, % at 6.75 µM. 0.99% of 340,000 active. AID 504766;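 active = inhibition above the mean over all tested compounds plus 3 SD, cut at about 4.2% in these data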;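 note: 0% = DAX1-transfected cells with DMSO and 100% = empty-vector control cells with DMSO; inhibition shows as a rise in luminescence from relieved DAX1 repression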
# Target sequence (P51843 207-470 limits assumed): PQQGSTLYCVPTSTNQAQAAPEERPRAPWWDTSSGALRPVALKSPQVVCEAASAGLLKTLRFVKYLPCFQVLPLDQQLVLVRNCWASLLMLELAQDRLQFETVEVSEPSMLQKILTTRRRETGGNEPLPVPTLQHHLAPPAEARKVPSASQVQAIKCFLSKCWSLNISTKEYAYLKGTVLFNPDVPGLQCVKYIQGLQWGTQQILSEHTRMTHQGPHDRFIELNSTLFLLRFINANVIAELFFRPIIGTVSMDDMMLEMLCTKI
# * marks the source's active call; other numbers are inactive results; i = inactive; nt = not tested or not shown. Rows were taken by chance, and some 6.8% of all compounds hit somewhere here.
smiles	hgDAF-12 ag	DAX1 inh-1	GC-A act	hcDAF-12 act	PG9 Ab binder	FXN GAA850 act	SMARCA2 act	ssDAF12 agonist	ADAM10 inh	ADAM17 inh	DAX1 inh-2
Cc1cc(=O)oc2c(C)c(OCC(=O)NCCCN3CCOCC3)ccc12	-1.7	-0.4	1	0.2	-2.5	0.8	1	-0.8	-52	-19	0.5
Cc1ccc(N(O)C(=O)OCCNC(=O)Nc2ccccc2)cc1	0.5	0.5	-3	0.0	0.4	-0.1	1	-1.4	1	1	-0.7
CCCCCCc1nnc(NC(=O)OCC)s1	0.5	-0.8	0	-0.9	2.4	0.8	-1	-1.3	4	-4	-1.4
O=C(c1ccco1)N1CCN(c2ccc(Cl)cc2)CC1	4.6	1.7	-3	0.7	-0.6	7.0	5	-0.2	2	-3	0.6
COCc1c(C(=O)N2CCN(Cc3ccc(C#N)cc3)CC2)oc2ccccc12	-3.0	-0.6	-4	-0.8	0.6	-1.4	-3	-1.6	-4	-2	-1.0
CCN(CC)S(=O)(=O)c1ccc(C(=O)N2CCN(C3=NS(=O)(=O)c4ccccc43)CC2)cc1	3.2	-1.4	-2	-0.7	1.5	-2.3	-2	-0.9	-5	-3	0.9
CCn1c(SCC(=O)Nc2nc(C)cs2)nnc1-c1ccco1	2.4	-0.8	-3	-1.0	0.7	1.0	-1	-0.7	-2	-1	-0.1
CC(=O)Nc1ccccc1C(=O)C(=O)Nc1ccc(F)cc1	3.6	0.7	5	-0.2	-3.1	0.2	5	-1.1	0	0	1.0
S=C(NCc1ccccc1Cl)Nc1ccccc1Cl	4.9	-0.4	7	-0.7	-1.6	-0.6	1	-0.9	4	3	7.4*
O=C(c1ccccc1)c1ccncc1	1.3	-0.2	3	0.3	1.3	-1.4	-3	-1.0	-7	-4	0.2
S=C(NCCc1ccccc1)NN=C1CCCCCC1	1.8	0.5	4	1.2	0.1	6.4	1	-1.3	6	-6	-1.4
Cc1ccc(NC(=O)c2cccc(NC(=O)/C=C/c3ccco3)c2)cc1C	3.1	0.6	3	0.0	-0.8	2.9	2	-0.9	9	2	-1.7
Cc1ccc(S(=O)(=O)N(C)C)cc1NC(=O)COC(=O)COc1ccccc1[N+](=O)[O-]	-3.7	0.4	-2	1.8	-1.1	3.2	2	-0.9	0	1	0.1
COc1ccc(NCCNc2ccc(OC)cc2)cc1	2.3	-1.1	-5	-0.1	-6.3	-2.5	0	-0.4	5	-2	-0.4
CCNC(=S)N(CCCO)Cc1cc2cc3c(cc2[nH]c1=O)OCCO3	-0.8	0.1	4	0.2	-2.6	-0.6	-1	-0.7	-274	-103	2.8
COCc1c(C(=O)OCC(=O)NCc2ccco2)oc2ccccc12	2.2	-0.3	-3	0.9	-0.5	1.5	-1	-1.1	1	-2	-0.2
Cc1ccc(NS(=O)(=O)c2cccc(C(=O)NC3CCN(Cc4ccccc4)CC3)c2)cc1	-5.0	-5.1	-4	-3.2	-3.0	-2.0	-5	-2.0	4	-2	-2.5
NC(=O)C[C@@H]1NC(=O)CNC(=O)c2cc([N+](=O)[O-])cc(I)c2NCCC(C(N)=O)NC1=O (stereo not given in full)	-1.1	-0.1	2	-0.7	0.6	2.2	1	-0.3	0	2	0.4
CCN(CC)CCN1C2=C(C(=O)CC(C)(C)C2)C(c2cccc(F)c2)C2=C1CC(C)(C)CC2=O	-0.8	-0.8	-9	-0.1	0.3	-4.2	-1	-1.2	-463	-179	-1.8
COc1ccc(N(C)S(=O)(=O)c2ccc(C)cc2)c([N+](=O)[O-])c1	-0.6	-0.2	0	-0.8	-0.7	1.0	0	-0.8	-2	0	1.2
Cc1nnc(SCc2cc(=O)oc3cc(O)ccc23)n1Cc1ccccc1	0.8	0.0	-2	0.9	-2.9	0.8	-2	-0.9	-150	-50	-0.4
NC(=O)c1ccccc1N/C=C/C(=O)c1ccco1	9.3	2.2	1	3.4	1.2	3.8	4	0.0	-264	-98	1.6
Cc1c(F)cccc1NC(=O)CSCC(=O)Nc1ccccc1	-2.6	-1.1	0	-0.3	0.7	1.1	4	-1.4	9	3	-0.8
Cc1cc(-c2ccncc2)n2ncc(-c3ccccc3)c2n1	19*	13*	4	11*	-0.1	6.4	6	2.5*	0	-1	nt
Cc1ccsc1CN1CCN(c2ccccn2)CC1	-1.1	0.6	-4	-0.6	0.5	-0.4	3	-0.6	14	-1	-0.4
CC(=O)c1cc(CN2CCN(CC=C(C)C)C(CCO)C2)cs1 (stereo not given)	-1.2	-0.9	-3	-2.4	-0.1	0.2	0	-0.7	6	-2	-0.4
O=C(c1ccc(F)cc1)N1CCN(c2cc(=O)[nH]nc2-c2ccccc2)CC1	-0.1	-0.7	-2	-2.0	2.5	1.0	-4	-0.2	-6	-7	1.0
O=C(Oc1nsnc1N1CCOCC1)N1CCOCC1	-1.6	0.3	0	0.1	-1.6	0.1	-4	-1.0	-4	6	0.2
COc1ccc2[nH]c(=O)c(CN(C)C(=O)C3CCCCC3)cc2c1	-1.8	0.1	-5	0.0	2.0	0.9	0	-0.9	-154	-45	-0.2
O=C(c1cccn(Cc2ccc(C(F)(F)F)cc2)c1=O)N1CCOCC1	2.7	0.2	4	-1.7	-1.0	2.5	0	-1.0	-3	1	0.3
CN(C(=O)c1cccc(NC(=O)Cc2cccc([N+](=O)[O-])c2)c1)C1CC1	-1.2	-0.2	2	-0.5	-0.1	0.5	-2	-1.4	-3	1	-0.7
CC(C)N1C(=O)S/C(=C/c2ccc(Sc3nc4ccccc4[nH]3)o2)C1=O	1.9	-0.2	-9	-0.7	0.1	0.2	-3	-0.8	0	1	-0.2
CCCc1nc2ccccc2c(NC(=O)CN(CC)CC)c1CC	0.0	0.5	0	-0.4	1.9	1.0	-2	0.6	-4	-4	-0.1
CCc1ccc(OC(=O)c2cncc(Br)c2)cc1	0.7	0.2	-2	-3.2	1.9	-1.8	-2	-1.1	-8	-3	1.3
COc1cccc(C2=NOC(C(=O)Nc3c(C)n(C)n(-c4ccccc4)c3=O)C2)c1 (stereo not given)	0.2	0.0	4	-2.5	0.3	2.0	-4	-0.8	-5	-11	1.4
CC(=O)NC1(C(=O)O)CCCC1	2.8	0.4	3	-1.4	0.1	1.4	2	-0.8	-1	-3	1.6
Cc1ccccc1CN1C(=O)c2ccccc2C1c1nnnn1-c1ccc2c(c1)OCCO2 (stereo not given)	-4.2	-2.4	-7	-0.1	-1.6	nt	7.9*	-0.9	0	-2	nt
O=C(O)CCc1[nH]c2ccccc2c1Sc1ccccc1	-1.8	0.0	7	-0.3	0.1	2.0	0	-0.7	14	-2	0.9
Cc1ccc(S(=O)(=O)NCc2ccccc2)cc1C(=O)N(C)CC(=O)Nc1c(Cl)cccc1Cl	-2.9	-1.3	-1	-0.9	-0.5	-2.8	-2	-0.9	-4	1	1.0
Cc1cccc(NC(=O)Nc2c(C)n(C)n(-c3ccccc3)c2=O)c1	-0.4	0.2	-1	-1.8	-0.7	-0.2	6	-1.1	-4	0	-1.6

# Profiles, looked up by structure. Order of values: hgDAF-12 ag	DAX1 inh-1	GC-A act	hcDAF-12 act	PG9 Ab binder	FXN GAA850 act	SMARCA2 act	ssDAF12 agonist	ADAM10 inh	ADAM17 inh	DAX1 inh-2
# NC(=O)c1ccccc1N/C=C/C(=O)c1ccco1 is listed with 9.3	2.2	1	3.4	1.2	3.8	4	0.0	-264	-98	1.6
# COc1ccc2[nH]c(=O)c(CN(C)C(=O)C3CCCCC3)cc2c1 is listed with -1.8	0.1	-5	0.0	2.0	0.9	0	-0.9	-154	-45	-0.2

# More structures.
smiles	hgDAF-12 ag	DAX1 inh-1	GC-A act	hcDAF-12 act	PG9 Ab binder	FXN GAA850 act	SMARCA2 act	ssDAF12 agonist	ADAM10 inh	ADAM17 inh	DAX1 inh-2
CC(C)c1ccc(NS(=O)(=O)c2ccc3[nH]cc(C(=O)N4CCC(C(N)=O)CC4)c(=O)c3c2)cc1	1.4	0.5	3	-1.0	3.7	-0.9	-5	-1.4	-11	-5	2.7
Cc1ccc(C)c2[nH]c(=O)c(CCNC(=O)CC(C)(C)C)cc12	0.5	-0.5	-1	-1.7	-0.6	0.0	-1	-1.7	-31	-3	0.1
CCOc1ccc(-n2c(SCC(=O)Nc3ccc(S(=O)(=O)Nc4nccs4)cc3)nnc2-c2ccccc2)cc1	2.3	-1.2	-1	0.1	nt	nt	4	-0.6	8	5	nt
S=C(Nc1ccccc1)N1CCN(C(=S)Nc2ccccc2)CC1	1.3	-0.1	3	-1.3	0.2	nt	1	-0.9	-1	-4	nt
O=C1COc2ccc(C(=O)COC(=O)c3ccccc3[N+](=O)[O-])cc2N1	4.7	0.0	-1	-0.2	0.7	0.3	2	-0.9	-4	0	0.9
CCCS(=O)(=O)Nc1c(C(=O)O)[nH]c2ccc(OC)cc12	-1.9	-0.1	1	0.9	-1.6	0.5	0	-1.1	-376	-142	3.5
Cc1cc(C)c2nc(SCC#N)cc(C)c2c1	-1.0	-0.3	-2	-1.2	-1.0	-1.5	-1	-1.6	3	1	1.9
Cc1cc(C)nc(N2CCC(C(=O)NCCc3ccccc3)CC2)n1	1.9	0.4	-3	-1.2	0.5	-1.1	0	-1.4	-2	2	2.9
CN(C)c1ccc(CN(C(=O)/C=C/c2ccco2)C2CCS(=O)(=O)C2)cc1 (stereo not given)	-1.3	-0.7	0	-3.1	-2.0	2.4	0	-0.6	-1	-6	nt
Oc1ccc(C=Nc2ccccc2-c2nc3ccccc3[nH]2)cc1	9.9	1.2	39	4.5	-2.2	1.5	1	-0.1	i	i	1.1
OC(c1ccccc1)(c1nc(-c2ccc(Cl)cc2)cs1)C(F)(F)F (stereo not given)	-0.8	-0.2	2	-0.8	0.5	1.3	-3	-1.4	23*	8	nt
Cc1noc(C)c1COC(=O)CCCc1c[nH]c2ccccc12	-0.1	0.4	-1	2.7	0.4	-1.0	-1	-0.1	-6	-5	-0.7
O=C1c2ccc(-c3ccc4c(c3)C(=O)N(CCCO)C4=O)cc2C(=O)N1CCCO	1.0	0.1	2	-0.9	-2.4	-1.6	2	-1.6	-35	-17	1.1
Cc1ccc(NC(=O)c2cncc(Br)c2)c(O)c1	16*	2.6	0	6.2*	1.3	-2.3	7	0.3	0	0	2.3
O=C(c1ccccc1)N1CCN(C2CCCCC2)CC1	-1.1	-0.1	8	-1.7	1.1	1.4	1	-1.2	-1	-4	1.8
Nc1ncc(-c2ccc(-c3ccccc3)cc2F)cc1-c1ccccc1F	1.1	0.3	-11	-0.3	-0.6	1.0	-1	-1.2	-199	-61	nt
